SUMO HTRF inh: SUMOylation inhibition | actives 0.36% (n = 290,000) | inhibition, % at 35 µM | AID 2006 | HTRF SUMOylation assay, SAE1/SAE2 + UBC9, in vitro | P63279; in the data active = inhibition above about 50%, passing the limit was not always enough; also: strong numbers were not always called active
VIM-2 inhibitor: blocks Pseudomonas aeruginosa VIM-2 metallo-beta-lactamase | inhibition, % at 5.6 µM | purified VIM-2, nitrocefin hydrolysis, epi-absorbance fluorescence | actives 0.89% (n = 290,000) | AID 1527;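 active = inhibition above the mean of all tested compounds plus 3 SD, cutoff set per screening run, cut at about 7.5% in these data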;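 also: red hydrolysis product quenches plate fluorescence so inhibitors raise well fluorescence; 0% = enzyme with DMSO and 100% = DMSO without enzyme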
IDE inh: inhibitors of human insulin-degrading enzyme in cells; P14735; HEK cells, FAbetaB cleavage, fluorescence polarization; inhibition, % at 5.59 µM; actives 0.41% (n = 320,000); AID 434962;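 active = percent inhibition above the average of all tested compounds plus 3 SD, set per screening campaign, cut at about 16% in these data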;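 also: IDE supplied by intact live HEK cells; FP after avidin binding of uncleaved biotin substrate so inhibition keeps polarization high; 0% = DMSO wells and 100% = 60 µM reference IDE inhibitor Ii1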
Target sequence (P14735 whole entry, looked up): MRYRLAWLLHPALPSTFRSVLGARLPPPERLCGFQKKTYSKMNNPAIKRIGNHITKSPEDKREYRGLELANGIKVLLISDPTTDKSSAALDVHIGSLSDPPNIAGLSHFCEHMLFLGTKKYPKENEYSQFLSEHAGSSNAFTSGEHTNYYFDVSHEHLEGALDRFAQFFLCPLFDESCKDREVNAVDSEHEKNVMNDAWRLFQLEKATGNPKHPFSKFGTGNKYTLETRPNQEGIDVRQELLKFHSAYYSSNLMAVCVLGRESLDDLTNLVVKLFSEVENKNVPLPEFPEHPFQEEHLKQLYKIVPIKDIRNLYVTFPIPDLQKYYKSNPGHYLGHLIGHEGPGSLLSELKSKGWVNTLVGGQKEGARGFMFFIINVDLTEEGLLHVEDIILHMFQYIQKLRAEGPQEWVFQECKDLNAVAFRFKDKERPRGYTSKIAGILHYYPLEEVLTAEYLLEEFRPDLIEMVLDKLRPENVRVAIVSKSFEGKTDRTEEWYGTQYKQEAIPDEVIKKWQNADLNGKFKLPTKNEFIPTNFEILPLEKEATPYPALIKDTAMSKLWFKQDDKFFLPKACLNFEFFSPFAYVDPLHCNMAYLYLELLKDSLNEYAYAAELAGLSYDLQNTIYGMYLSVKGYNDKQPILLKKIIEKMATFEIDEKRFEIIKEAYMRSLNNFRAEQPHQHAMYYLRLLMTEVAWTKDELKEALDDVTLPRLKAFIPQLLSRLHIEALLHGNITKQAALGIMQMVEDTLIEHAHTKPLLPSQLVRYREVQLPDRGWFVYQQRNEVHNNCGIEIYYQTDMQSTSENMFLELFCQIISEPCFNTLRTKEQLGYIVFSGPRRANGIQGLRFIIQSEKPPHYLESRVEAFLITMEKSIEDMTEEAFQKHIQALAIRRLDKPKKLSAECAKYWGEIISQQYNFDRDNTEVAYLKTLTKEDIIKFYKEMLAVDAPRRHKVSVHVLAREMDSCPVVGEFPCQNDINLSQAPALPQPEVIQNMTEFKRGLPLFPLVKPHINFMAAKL
NS3 helicase inh: HCV NS3 helicase inhibition. NS3 helicase DNA unwinding, Cy5 molecular beacon fluorescence. inhibition, % at 10.9 µM. actives 0.56% (n = 290,000). AID 1800;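 active = inhibition above the mean of all tested compounds plus 3 SD, set per campaign, cut at about 35% in these data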;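 also: 0% = DMSO wells and 100% = thioflavine S control wells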
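Material: hepatitis C virus NS3 helicase domain fragment enzyme; measured by: Cy5 fluorescence, 0 and 60 min reads; control set: DMSO and thioflavine S; incubation: 60 min unwinding reaction at 25 °C after ATP addition; read-out basis: % inhibition from 60/0 min fluorescence ratio, DMSO 0%, thioflavine S 100%; repeats: singlicate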
IMP-1 inh: blocks Pseudomonas aeruginosa IMP-1 metallo-beta-lactamase; purified IMP-1, nitrocefin hydrolysis, epi-absorbance fluorescence; actives 0.45% (n = 290,000); inhibition, % at 5.6 µM; AID 1556;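 active = inhibition above the mean plus 3 SD of all compounds in the same screening run, cut at about 4.5% in these data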;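 also: 0% = IMP-1 with DMSO and 100% = DMSO wells lacking enzyme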
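Material – recombinant IMP-1 enzyme, purified · Amount – IMP-1 0.2 nM before substrate addition · Medium – HEPES buffer pH 7.1 with ZnSO4 and Brij 35 · Timing – 25 °C, 15 min preincubation, 25 min reaction · Measured by – plate fluorescence quenching by hydrolysis product, ex 480/em 530 nm · Read-out – percent enzyme inhibition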
pCIP destab: lowers stability of the mouse p/CIP coactivator protein; F442A p/CIP-EGFP cells, EGFP fluorescence, 16 h; decrease of EGFP signal, % at 10 µM; actives 0.01% (n = 290,000); Q05BA5;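 active = EGFP signal decrease of at least 30% at 10 µM or well 3 SD below plate mean, unless failing retest; inactive = the rest, including hits failing retest or dose response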; also: some compounds called inactive have numbers as strong as hits; many of its hits are not listed in these tables
GalR3 antag: blocks the human galanin receptor 3; O60755; HEK293 GalR3-CNG cAMP membrane potential fluorescence; galR3 body fused to GalR1 C-terminus; actives 0.44% (n = 360,000); inhibition, % at 3 µM;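 active = inhibition above the screen-wide average plus 3 SD, cut at about 13% in these data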;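 also: forskolin and galanin both at EC90 stimulate the cells; cAMP rise reported by CNG channel membrane potential dye signal; 0% = forskolin plus galanin with DMSO and 100% = forskolin alone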
CRFBP-R2 block: antagonists of CRF-binding protein/CRF-R2 receptor complex | inhibition, % at 11.8 µM | HEK293 CRF-R2/CRF-BP, CRF-induced calcium fluorescence | actives 0.59% (n = 350,000);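 active = inhibition of the ligand-induced calcium signal above about 50% at the single tested concentration, limit read from the data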
IDE cell activ: IDE (human) activation, cell-based; activation, % at 5.96 µM; P14735; AID 493087; HEK cells, FAbeta-B cleavage, fluorescence polarization; 0% vehicle, 100% cell-free pure enzyme wells; actives 0.073% (n = 340,000);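 active = activation above the mean of all tested compounds plus 3 SD, set per screening campaign, cut at about 17% in these data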
* = called active by the depositor; . = not tested or not shown. Random draw from the library, and some 3.2% of all compounds hit somewhere here.

SMILES	SUMO HTRF inh	VIM-2 inhibitor	IDE inh	NS3 helicase inh	IMP-1 inh	pCIP destab	GalR3 antag	CRFBP-R2 block	IDE cell activ
CN(CCOc1ccccc1)C(=O)c1ccc(N2CCCC2)c([N+](=O)[O-])c1	2	-0.7	3	1	-0.8	-25	-7	-8	2
COc1ccccc1NS(=O)(=O)c1ccc(/C=C/C(=O)O)cc1	5	0.6	2	13	-0.8	-2	-3	-19	-2
CCCCCCC1CC(=O)NC(=O)N1 (centres undefined)	1	-3.4	2	12	-2.1	-11	-3	-6	3
O=C(c1n[nH]c2ccccc12)N1CCN(c2ccc(F)cc2)CC1	0	0.4	1	-16	-2.6	-4	-4	-13	-7
C[C@H](NC(=O)c1cc2cc(Cl)ccc2n1C)C(=O)N[C@@H](Cc1ccccc1)C(=O)O	2	-1.2	1	6	-2.2	4	-6	12	4
CC(C)Oc1ccc(C(=O)Nc2ccc(N3CCCC3)cc2)cc1	4	-2.4	-3	-57	0.4	-8	.	8	5
C=C1CCN([C@@H](Cc2ccccc2)C(=O)NCc2ccc(Cl)cc2)S(=O)(=O)c2ccccc21	.	.	7	.	.	.	-6	-6	-1
Cc1nc(Sc2ccccc2)c(C#N)cc1-c1ccccc1	2	-2.8	8	-3	-2.4	-13	.	53*	3
O=C1NC(=O)/C(=C\c2cn(Cc3ccccc3F)c3ccccc23)N1	17	-2.5	-2	-2	-2.4	-6	4	2	-7
COc1cccc(-c2nnc(-c3ccc(C(F)(F)F)cc3)o2)c1	6	-0.1	5	0	-5.8	-8	-5	-4	-4
CCOC(=O)c1ccc(Nc2ccc(-c3ccc(OC)c(OC)c3)nn2)cc1	28	1.0	3	2	-0.6	-13	-5	-8	0
Cc1ccc(C)c(N=C2CCCN2Cc2ccccc2)c1C#N	-14	1.6	-1	-1	-0.1	-2	-5	-5	3
Cc1ccc(CN2CCN(Cc3ccccc3-c3ccco3)CC2CCO)o1 (centres undefined)	6	-2.4	0	-7	-3.1	-12	-3	-8	3
Cc1ccc(-c2nnn(CC(=O)N(c3ccccc3)C(C(=O)NC(C)(C)C)c3cccs3)n2)o1 (centres undefined)	40	0.1	5	2	-6.2	1	-2	4	10
CCOC(=O)C1=C(c2cccc(F)c2)NC(=S)NC1C (centres undefined)	6	0.5	0	-3	-2.1	4	-2	7	2
CN1C(=O)/C(=C\c2ccccc2F)Sc2ccc(C(=O)NC3CCN(Cc4ccccc4)CC3)cc21	12	2.3	0	-40	-0.1	-3	-10	-15	1
CC(CCO)Nc1nc2c(c(=O)n(C)c(=O)n2C)n1Cc1cccc(Br)c1 (centres undefined)	3	0.2	2	2	-3.7	9	-7	-10	-1
Cc1ccc(/C=N/NC(=O)c2nnn(-c3nonc3N)c2C(C)C)o1	26	-1.5	0	3	-1.6	-13	0	-7	6
CCCC(=O)Nc1ccccc1NC(=O)c1ccc2c(c1)OCO2	3	1.1	0	1	-0.6	-18	-10	-1	-2
CCCOc1ccccc1N1C(=O)CC(N2CCOCC2)C1=O (centres undefined)	-2	-2.6	-5	6	-0.5	-16	1	-8	1
COc1ccc(CCNC(=O)COC(=O)Cc2ccccc2F)cc1	.	.	-2	.	.	.	-3	17	-2
CCOc1ccc(CCNC(=O)CCS(=O)(=O)c2ccc(Cl)cc2)cc1OCC	-2	-1.9	-6	-5	-3.7	-7	3	-3	8
Cc1ccc(C(C(=O)NCCc2ccccc2)N(C(=O)c2csnn2)C2CC2)cc1 (centres undefined)	-14	0.8	-1	19	2.5	5	-8	-9	0
Cc1c(Cl)c(C(=O)NC2C3CC4CC(C3)CC2C4)nn1C (centres undefined)	-5	-4.0	-2	-3	-3.9	-4	-3	-6	3
COc1cc2c(cc1NC(=O)C(C)N1CCN(S(=O)(=O)c3ccccc3[N+](=O)[O-])CC1)oc1ccccc12 (centres undefined)	-24	-1.7	6	12	-4.0	0	-5	10	4
Cc1cc(Cl)ccc1OCCCC(=O)Nc1cccnc1	10	-2.1	-2	-4	-4.4	5	-5	8	0
CNC(=O)COC(=O)c1ccc2c(c1)S(=O)(=O)c1ccccc1C2=O	3	3.5	0	5	-2.4	-4	-2	-12	3
COc1ccc(CCNC(=O)c2cc(-c3ccccc3)c(N3CCOCC3)s2)c(OC)c1OC	-13	-4.0	3	-29	-4.5	-5	0	4	10
Cc1nc(SCC(=O)Nc2cc(C)on2)c2c3c(sc2n1)CCCC3	-21	-2.5	-1	1	-3.2	-10	-5	-12	0
Cc1cc(C(F)(F)F)cc(NNC(=O)NC(=O)c2ccc(Cl)cc2)n1	10	-0.3	-3	-1	-3.0	1	-6	-4	3
COc1ccccc1C1=NOC(C)(c2nnc(-c3cccc(Cl)c3)o2)C1 (centres undefined)	.	.	-5	.	.	.	-1	13	0
CCOC(=O)N1CCN(S(=O)(=O)c2cc([N+](=O)[O-])ccc2C)CC1	-10	-0.7	3	8	-0.7	24	-5	-1	-1
CNC(=O)C1CCCN1S(=O)(=O)c1ccc(OC)cc1 (centres undefined)	1	-3.7	13	-2	-0.6	-20	-1	-6	0
COc1ccc(CNC(=O)C(OC(=O)c2ccco2)c2ccc(OC)cc2)cc1 (centres undefined)	12	-0.9	7	-13	-6.6	-8	-2	3	-2
CC(Sc1nnc(-c2ccco2)n1C)C(=O)N(C)C1CCCCC1 (centres undefined)	.	.	-3	.	.	.	0	-4	5
Clc1c(-c2nnc3n2CCC3)sc2ccccc12	15	4.4	4	-1	-3.7	-6	-5	7	0
Cc1ccc(C(=O)C2CCN(CC(=O)Nc3ccc4c(c3)OCCO4)CC2)cc1	5	0.6	0	-23	-0.5	0	-7	-23	-1
CCCCc1nnc(SCC(=O)Nc2nccs2)n1CC	12	-1.8	-5	1	-1.2	2	2	6	0
N[C@@]12CCc3nonc3[C@]1(O)CC(c1ccccc1)=[N+]2[O-]	21	-1.9	8	-1	-3.2	-6	6	5	1
COc1ccc([C@H]2/C=C\CN(C(=O)CC(C)(C)C)[C@@H](C)C(=O)N2Cc2ccc(F)cc2)cc1	.	.	-1	.	.	.	-8	-8	-1

Three of these compounds, reformatted:
Sequence of screens – SUMO HTRF inh, VIM-2 inhibitor, IDE inh, NS3 helicase inh, IMP-1 inh, pCIP destab, GalR3 antag, CRFBP-R2 block, IDE cell activ
COc1ccc(CNC(=O)C(OC(=O)c2ccco2)c2ccc(OC)cc2)cc1 (centres undefined)
→ 12, -0.9, 7, -13, -6.6, -8, -2, 3, -2
COc1ccc([C@H]2/C=C\CN(C(=O)CC(C)(C)C)[C@@H](C)C(=O)N2Cc2ccc(F)cc2)cc1
→ ., ., -1, ., ., ., -8, -8, -1
COc1ccccc1C1=NOC(C)(c2nnc(-c3cccc(Cl)c3)o2)C1 (centres undefined)
→ ., ., -5, ., ., ., -1, 13, 0

Additional structures.
SMILES	SUMO HTRF inh	VIM-2 inhibitor	IDE inh	NS3 helicase inh	IMP-1 inh	pCIP destab	GalR3 antag	CRFBP-R2 block	IDE cell activ
CCOC(=O)/C(C#N)=C(C)/C=C1\Sc2ccccc2N1CC	7	-2.5	44*	1	-2.8	-107	-1	-156	-64
Cc1nc2ccccc2n1Cc1ccccc1Br	8	-2.3	1	6	-4.2	-21	-10	7	3
CNC(=O)COC(=O)CCC(=O)c1cccs1	15	-2.3	-4	0	-1.1	-7	-1	35	6
CC1(C)C(=O)N(OCc2ccccc2)C(C)(C)C(=O)N1OCc1ccccc1	-11	-3.1	0	11	-1.0	-7	-2	-14	4
COCC(=O)Nc1ccc(S(=O)(=O)Nc2ccccn2)cc1	-11	-0.9	0	-8	-3.3	0	-4	-12	3
COc1ccccc1Oc1cn[nH]c1-c1ccc(OCC(=O)NN)cc1O	-5	-0.1	-2	-23	-1.1	-6	-9	35	-3
COc1ccc(-c2sc3ccccc3c2C#CCO)cc1	1	1.5	8	5	-1.2	14	-11	-6	-2
O=C(CSc1nnc(C2CC2)n1Cc1ccccc1)N1CCN(S(=O)(=O)c2ccccc2)CC1	11	-1.4	2	-14	-1.1	-5	-7	2	5
Cc1cc(C(F)(F)F)c(C#N)c(=O)[nH]1	6	-1.4	-2	1	-3.5	-3	2	-18	3
C1CN(c2nc3nonc3nc2N2CCSCC2)CCO1	1	-4.0	-4	0	-3.5	-7	2	9	6
COc1ccc2c(c1)C(NC(C)=O)C(=O)N2CCc1ccccc1 (centres undefined)	20	-1.5	-1	-10	-1.6	-16	4	4	4
COC(=O)c1c(NC(=S)Nc2ccc(CC(=O)O)cc2)sc(C)c1C	7	-1.5	-7	15	-2.9	4	-1	6	-1
Cc1c(Cl)cccc1N1C(=O)C(N2C(=O)c3cccc([N+](=O)[O-])c3C2=O)C1c1cccs1 (centres undefined)	-4	-3.7	2	21	-1.7	-15	.	0	2
COc1ccc(CNC(C)(C)C)cc1Cl	1	-1.4	-10	-7	-2.5	-3	-5	2	1
CCCCOC(=O)Nc1ccccc1C(=O)OC	-15	-1.2	5	3	-1.6	-2	7	0	-1
COc1ccc(C(=O)OCC(=O)NC2CCCC2)cc1OC	1	0.3	-3	11	-1.2	-6	-2	-3	0
O/N=C(\c1ccc(Cl)cc1Cl)c1ncc(C(F)(F)F)cc1Cl	-25	-4.4	1	3	-3.1	-10	-4	13	9
CC1(C)OC(=O)C2(Cc3ccccc3N3CCCCC32)C(=O)O1 (centres undefined)	27	6.7	4	5	-4.3	-2	2	-7	9
Nc1ncnc2c1ncn2[C@@H]1O[C@H](COS(=O)(=O)O)[C@@H](O)[C@H]1O	.	.	6	.	.	.	-3	-2	2
C/C=C(/C)C(=O)O[C@@H]([C@H](O)c1cc2ccc(=O)oc2cc1OC)C(C)(C)O[C@@H]1O[C@H](CO)[C@@H](O)[C@H](O)[C@H]1O	.	.	1	.	.	.	-6	-5	0
O=C(Cn1cc(C(=O)c2ccco2)c2ccccc21)Nc1ccccc1	6	-0.4	-3	-3	-1.8	-12	-4	3	8
Cc1nnc2ccc(N3CCN(c4ccccn4)CC3)nn12	9	3.5	0	-4	-2.4	2	6	-6	-1
CCOC(=O)N1CCN(C(=O)c2ccc3c(=O)n(-c4ccc(OC)cc4OC)c(=S)[nH]c3c2)CC1	3	-2.0	5	-7	-1.0	-1	-4	29	0
COc1ccc(CC(NC(C)=O)C(=O)NC2CCN(C(=O)C3CC3)CC2)cc1OC (centres undefined)	9	-2.9	3	0	-2.5	-12	-8	15	3
Cc1oc(/N=C/c2ccc(O)cc2O)c(C#N)c1C	10	1.3	2	-3	-2.3	0	-5	-10	-2
COC(=O)c1cc(COc2ccc3ccc(=O)oc3c2)c(C)o1	-7	-0.2	2	-1	-2.9	-6	-5	-11	5
CCOCCCNC(=O)CSc1nc2nc(C)c(Cc3ccccc3)c(C)n2n1	8	-1.4	-4	-5	-4.2	-8	-5	16	5
CN(C)CCN1C(=O)C(=O)/C(=C(/O)c2ccc(S(=O)(=O)N3CCOCC3)cc2)C1c1ccc(Br)cc1 (centres undefined)	5	-1.8	1	3	-0.7	-2	-1	-13	0

Compound activity from PubChem BioAssay.
